Screens (PubChem BioAssay)
FXIa inh mix = blocks human factor XIa in pooled compound mixtures | P03951 | inhibition, % at 5 µM | purified FXIa, fluorogenic substrate | hit rate 0.19% among 62,000 | AID 680;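 further: each value is inhibition by a whole ten-compound pool holding the compound; 0% = enzyme with no mixture and 100% = wells lacking enzyme; strong numbers were not always called active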
ROCK2 inh = ROCK2 (human) kinase inhibition; O75116; purified ROCK2, Kinase-Glo ATP depletion luminescence; inhibition, % at 6 µM; hit rate 0.35% among 60,000; AID 604;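 active means inhibition above the screen-wide mean inhibition plus 3 SD, cut at about 18% in these data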;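 further: plate controls were DMSO wells for no effect and Y-27632 control wells after no-enzyme background subtraction for full effect; many of its hits are not listed in these tables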
JNK3 blocker = inhibitors of human JNK3 kinase; P53779; purified JNK3 kinase activity, HTS; hit rate 0.61% among 60,000; AID 746; inhibition, % at 8 µM; in the data active means inhibition above about 17%;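 further: 0% = DMSO and 100% = reference inhibitor; many of its hits are not listed in these tables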
CatS block = inhibitors of human cathepsin S; P25774; recombinant cathepsin S, AMC dipeptide fluorescence, pooled mixtures; inhibition, %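 (tested at 5 µM per compound within 10-compound mixtures)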; hit rate 0.06% among 62,000; AID 501; in the data active means inhibition above about 32%, passing the limit was not always enough; inconclusive means no clear call, values can overlap the other calls;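 further: 0% = enzyme without compound and 100% = blank without enzyme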
CatL inh = inhibitors of human cathepsin L; AID 460; P07711; inhibition, %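 (tested at 10 µM)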; hit rate 0.17% among 58,000; purified cathepsin L, fluorogenic substrate, fluorescence; in the data active means inhibition above about 45%;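 further: 0% = enzyme with no compound and 100% = no enzyme blank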
CatG inh = inhibitors of human cathepsin G. P08311. purified enzyme, AMC-tetrapeptide fluorescence, pooled mixtures. hit rate 0.2% among 62,000. inhibition, % at 5 µM (by protocol). AID 581;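 active means inhibition above 20% in each of the two mixture wells holding the compound; inactive means inhibition of 20% or less in either well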;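 further: 0% = enzyme control without mixture and 100% = blank lacking enzyme; strong numbers were not always called active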
Target sequence (P08311 21-244 limits assumed): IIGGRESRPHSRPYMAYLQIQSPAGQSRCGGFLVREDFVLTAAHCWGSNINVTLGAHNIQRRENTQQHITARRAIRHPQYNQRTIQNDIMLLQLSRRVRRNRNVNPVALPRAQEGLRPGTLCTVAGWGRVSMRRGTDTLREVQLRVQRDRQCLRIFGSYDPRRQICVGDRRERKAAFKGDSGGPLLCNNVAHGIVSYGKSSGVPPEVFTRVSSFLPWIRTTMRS
C1s inh = human complement C1s inhibition; P09871; purified C1s, fluorogenic AMC substrate, pooled mixtures; mean inhibition % of two 10-compound mixtures (active compounds read high), % at 5 µM (by protocol); hit rate 0.16% among 62,000;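 active means inhibition above 20% in each of the two 10-compound mixture wells holding the compound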;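 further: 0% = enzyme wells lacking compound mixture and 100% = no-enzyme blank wells; some compounds called inactive have numbers as strong as hits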
Target sequence (P09871 16-437 limits assumed): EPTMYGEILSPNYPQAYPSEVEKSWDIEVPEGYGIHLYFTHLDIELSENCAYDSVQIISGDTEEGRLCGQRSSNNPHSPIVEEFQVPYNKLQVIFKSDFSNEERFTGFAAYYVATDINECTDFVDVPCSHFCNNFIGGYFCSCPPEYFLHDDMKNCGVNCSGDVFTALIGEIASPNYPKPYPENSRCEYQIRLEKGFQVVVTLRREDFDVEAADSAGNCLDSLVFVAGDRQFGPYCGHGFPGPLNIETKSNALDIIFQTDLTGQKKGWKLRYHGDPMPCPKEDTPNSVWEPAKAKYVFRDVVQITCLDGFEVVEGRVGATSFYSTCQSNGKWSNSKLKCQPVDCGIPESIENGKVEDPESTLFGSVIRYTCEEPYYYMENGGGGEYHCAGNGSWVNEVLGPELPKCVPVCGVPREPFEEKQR
Target sequence (P09871 438-688 limits assumed): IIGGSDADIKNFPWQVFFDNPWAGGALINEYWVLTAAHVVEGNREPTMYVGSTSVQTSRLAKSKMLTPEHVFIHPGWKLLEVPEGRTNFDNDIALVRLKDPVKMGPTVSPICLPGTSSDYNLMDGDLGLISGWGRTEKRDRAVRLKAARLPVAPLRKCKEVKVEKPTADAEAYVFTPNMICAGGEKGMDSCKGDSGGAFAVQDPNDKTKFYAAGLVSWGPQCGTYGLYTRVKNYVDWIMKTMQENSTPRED
FXIIa inh mix = blocks human factor XIIa in pooled compound mixtures | P00748 | purified FXIIa, fluorogenic substrate | inhibition, % at 5 µM | hit rate 0.2% among 62,000 | AID 684;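 further: 0% = enzyme without compound and 100% = no enzyme blank; some results filed as inactive read as strong as hits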
PKA inh = blocks human protein kinase A activity; inhibition, % at 6 µM; PKA Kemptide phosphorylation, Kinase-Glo ATP luminescence; hit rate 0.1% among 65,000; P17612;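 active means inhibition above the screen-wide mean inhibition plus 3 SD, cut at about 21% in these data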; further: many of its hits are not listed in these tables
* = called active by the depositor; i = inactive; ? = inconclusive; . = no result given. Unless noted, no stated cut-off is given here; in the data, active means inhibition above about 20% (passing the limit was not always enough); inactive means the rest.

Every second line gives: FXIa inh mix	ROCK2 inh	JNK3 blocker	CatS block	CatL inh	CatG inh	C1s inh	FXIIa inh mix	PKA inh
- O=c1cc(-c2ccccc2)nc2nc(CCc3ccccc3)[nH]n12
  7	2	4	8	2	13	13	2	0
- COc1ccc(C(=O)Nc2ccc(Cl)cc2C(=O)NCCO)cc1
  5	0	-3	13	10	-5	-8	10	-2
- O=C(NCc1ccco1)c1cnn2c(C(F)(F)F)cc(-c3cccs3)nc12
  3	5	5	1	12	7	5	11	6
- CN(C=C1C(=O)CC(C)(C)CC1=O)CCN1CCNCC1
  1	-7	-5	12	22	15	-3	-2	2
- O=C(NCc1ccc2c(c1)OCO2)Oc1ccccc1
  -2	-1	-3	11	15	14	6	0	2
- CCCN(CCC(=O)Nc1cc(OC)cc(OC)c1)CC1CC1
  -3	2	-5	14	.	6	0	-18	8
- Cc1nc(Nc2ncc3c(n2)CC(C)(C)CC3=O)nc2ccccc12
  .	4	2	.	14	.	.	.	4
- CC(C)c1nc(SCC(=O)Nc2ccc3c(c2)OCCO3)c2c(=O)n(C)c(=O)n(C)c2n1
  10	6	2	5	19	13	8	5	3
- CCS(=O)(=O)N1CCC(C(=O)N2CCc3ccccc3C2)CC1
  6	-1	-12	11	20	-1	-2	-5	6
- O=C(CCS(=O)(=O)c1ccc(Br)s1)NCc1cccs1
  8	6	5	-2	0	1	-22	24	5
- CCCCOc1ccc(C(=O)NCc2ccccn2)cc1
  2	2	-4	-10	1	-1	-5	2	2
- CC1CCc2c(sc3nc(C4CC4)nc(SCC(=O)NCc4ccco4)c23)C1 (centres undefined)
  6	6	-1	9	.	-1	-23	-13	-4
- CC(C)CNC(=O)CN(C1CCCCC1)S(=O)(=O)c1ccccc1
  7	.	.	6	-1	-1	-6	2	6
- COCC(=O)Nc1nnc(COc2ccccc2)s1
  -31	5	1	-24	-6	-22	-116	5	2
- N#Cc1ccccc1Cn1c(=O)n(-c2ccc(CC(=O)NCc3ccco3)cc2)c(=O)c2sccc21
  6	1	-7	14	16	16	16	-1	-2
- COc1ccc(S(=O)(=O)Nc2cc(OC)c(NC(=O)c3ccco3)cc2OC)cc1
  4	6	7	1	-3	7	-2	-17	-3
- O=C(NCCN1C(=O)C2C3C=CC(C3)C2C1=O)Nc1ccccc1 (centres undefined)
  9	4	1	7	.	9	-18	-5	2
- CC1=C(C(N)=O)C(c2ccccc2)n2nc(-c3cccs3)nc2N1 (centres undefined)
  -1	-4	2	-3	.	-7	-24	4	4
- CCOC(=O)C1=C(C)N=C2SC(C)C(=O)N2C1c1ccc(C(=O)OC)cc1 (centres undefined)
  .	-6	-5	.	17	.	.	.	1
- CC(=O)NC1=NC(=O)/C(=C/N2CCOCC2)S1
  6	-7	-1	4	-3	11	19	4	-5
- Cc1cc2c(c(=O)n1CC1CCCO1)C(c1ccc3c(c1)OCO3)C(C#N)=C(N)O2 (centres undefined)
  .	9	-1	.	7	.	.	.	4
- C=CCN(C(=O)Nc1ccc(Cl)cc1)C1CC(=O)N(c2ccc(OC)cc2)C1=O (centres undefined)
  3	0	0	-2	1	3	-13	3	1
- CC1(c2ccc(OC(F)F)cc2)NC(=O)N(CC(=O)NC2CCCCC2)C1=O (centres undefined)
  7	12	3	-2	.	-2	-10	-4	12
- Cc1cccc2cc(CN(Cc3cccs3)C(c3nnnn3C3CCCC3)C(C)C)c(=O)[nH]c12 (centres undefined)
  2	4	5	21	16	-7	-24	-16	4
- COC(=O)c1ccc(C2c3c(n[nH]c3C)C(=O)N2c2ccc(C)cc2)cc1 (centres undefined)
  6	-7	-1	8	12	-3	-33	-1	0
- CC(=O)Cc1nsc(NC(=O)c2ccc(-c3cccc(C(F)(F)F)c3)o2)n1
  8	-3	4	0	-1	9	13	-21	4
- O=C(c1cc2ccccc2oc1=O)N1CCCN(C(=O)c2cc3ccccc3oc2=O)CC1
  -3	-2	2	0	-1	1	6	3	13
- Cc1c(NC(=O)CSc2ccccn2)c(=O)n(-c2ccccc2)n1C
  5	5	1	2	-2	1	7	-19	6
- c1cncc(-c2nc(Oc3ccc(-c4nnco4)cc3)c3c4c(sc3n2)CCCC4)c1
  -3	0	7	-1	-13	-12	-86	5	3
- Cn1cnnc1SCCC(=O)Nc1ccccc1
  15	-4	4	2	7	38	12	2	-11
- Cc1cc(=O)cc(C)[nH]1
  6	2	1	1	-2	11	13	8	-2
- Cc1ccc(S(=O)(=O)N2CCN(Cc3ccccc3C(F)(F)F)CC2)cc1
  -6	-2	6	14	11	-15	-18	2	8
- CCOC(=O)CCn1nnc(N)n1
  -2	4	1	10	13	3	-16	4	12
- Cc1nc(N2CCN(C(=O)c3ccc(Cl)cc3)CC2)c(C#N)c2c1COC(C)(C)C2
  .	3	-4	.	1	.	.	.	-2
- Nn1c(COc2ccccc2)nnc1SC(F)F
  -1	-5	-8	8	15	-19	-16	1	4
- Cc1ccccc1OCC1CN(CN2CCOCC2)C(=O)O1 (centres undefined)
  -3	7	2	2	3	-11	-9	-12	11
- O=C(NCc1nnc(SCC(=O)N2CCCC2)o1)c1c(F)cccc1Cl
  1	.	.	-10	7	8	-16	1	-1
- O=c1c2ccccc2nnn1CSc1nnc(-c2cccnc2)n1-c1ccccc1F
  0	.	.	-4	-4	4	-6	10	4
- O=C(/C=N/O)NCC1CCNCC1
  6	-4	6	20	10	-2	-2	2	1
- CCC(c1nnnn1C1CCCCC1)N(Cc1ccco1)Cc1cc2ccc(OC)cc2[nH]c1=O (centres undefined)
  2	9	-2	3	17	-6	-14	7	9
- CCOc1cccc(C2C(C(=O)c3ccc(C)o3)=C(O)C(=O)N2Cc2ccncc2)c1 (centres undefined)
  -1	0	8	-11	-2	-1	-9	1	7
- N#Cc1ccc(-c2nnnn2-c2ccc3c(c2)OCO3)cc1
  0	4	-5	-3	11	8	0	2	8
- CCCN(Cc1cc2ccc(C)cc2[nH]c1=O)C(=O)c1ccccn1
  6	4	3	-7	2	43	13	7	6
- CCOC(=O)c1c(C)oc2c1c(C=NCC1CCCO1)c(O)c1ccccc12 (centres undefined)
  9	-1	11	26	.	7	9	10	2
- COc1ccc(NC2=NCC(=O)N2c2ccccc2)c(OC)c1
  2	.	.	6	-3	9	1	12	6
- S=c1[nH]nc(-c2ccccc2Cl)n1CC1CCCO1 (centres undefined)
  -5	2	-5	-1	7	-13	-19	4	7
- O=C(NC12CC3CC(CC(C3)C1)C2)N1CCC(O)CC1
  -4	6	4	6	8	8	-14	10	6
- COC(=O)c1cn(C)c2ccc(S(=O)(=O)N3CCCCC3)cc2c1=O
  4	4	-3	16	7	14	1	2	5
- Cc1nc2c(c(C)nn2-c2ccccc2)c(C)c1Cl
  -8	3	-1	0	6	1	-42	0	0
- Cc1ccc2[nH]c(=O)c(CN(CCCN3CCOCC3)C(=O)NC3CCCCC3)cc2c1
  8	-1	3	0	11	7	7	3	6
- CCN(CC)c1ccc(CN(C(=O)c2ccco2)C2CCS(=O)(=O)C2)cc1 (centres undefined)
  5	-2	-9	0	2	11	13	-2	-12
- CCCn1c(SCC(=O)c2cc(OC)ccc2OC)nnc1-c1ccco1
  2	-1	-6	4	-5	0	-4	-19	-4
- O=c1cc(-c2ccccc2)c2ccccc2[nH]1
  6	-1	3	8	2	-6	-5	-17	1
- CN(C(=O)c1coc(=O)c2ccccc12)c1ccc(F)cc1
  -1	5	-2	?	15	3	-26	10	4
- Cn1c(SCCS(=O)(=O)c2ccc(Cl)cc2)nnc1-c1ccccc1
  1	-1	1	-2	-4	13	13	3	-1
- S=c1[nH]nc(Cc2ccccc2)n1-c1ccccc1
  12	4	-8	10	13	12	13	-12	11
- CCOC(=O)N1CCC(NC(=O)c2cc3c(C)nc4ccccc4c3o2)CC1
  7	3	-5	2	.	8	14	0	-1
- COc1cccc(Oc2c(C)oc3c(CN4CCOCC4)c(O)ccc3c2=O)c1
  -14	4	-5	-13	i	-4	-84	2	7
- CCOc1ccc(C)cc1S(=O)(=O)n1ccnc1
  -2	7	-9	8	15	3	1	-18	9
- O=C(NC1CCCCC1)N1CCSC1=Nc1ccccc1
  .	8	2	.	-14	.	.	.	1

The listing continues.
Every second line gives: FXIa inh mix	ROCK2 inh	JNK3 blocker	CatS block	CatL inh	CatG inh	C1s inh	FXIIa inh mix	PKA inh
- COc1ccc(CCNc2ncnc3[nH]ncc23)cc1OC
  7	6	-5	6	13	6	-15	7	5
- CCc1ccc2[nH]c(=O)c(CN(Cc3ccco3)S(=O)(=O)c3ccc4c(c3)OCCO4)cc2c1
  1	7	6	-2	-10	9	7	7	8
- CC(=O)Nc1c2c3c(cccc3n(C)c1=O)C(=O)c1ccccc1-2
  8	1	2	-5	-5	-6	-2	15	5
- O=C(c1cc(-c2ccco2)on1)N1CCN(c2ccccc2)CC1
  4	3	-2	1	.	10	-13	1	4
- COc1ccc(Cn2ccnc2)cc1Br
  9	0	-1	7	-1	8	1	0	-8
- CCc1nnc(NC(=O)CSc2nnc(-c3ccccc3OC)n2-c2ccccc2)s1
  -12	2	-2	-10	2	-8	-23	-14	9
- Cn1cccc1Cc1nnc(SCC(=O)N2CCN(c3ccccc3)CC2)n1-c1ccc(F)cc1
  6	4	-3	3	8	16	4	10	3
- Clc1ccc(CSc2nnc(-c3ccccn3)n2Cc2ccco2)c(Cl)c1
  2	.	.	2	1	10	6	7	1
- O=C(Nc1nccs1)c1ccc(COc2ccc(F)cc2)o1
  7	5	6	-5	-2	9	1	2	7
- CCN1CCN(c2ncc(C(=O)Nc3c(F)cc(F)cc3Br)c3ccccc23)CC1
  25	2	-4	11	18	-2	1	-4	12
- OCCN(CC(O)Cn1ccc2ccccc21)CC(O)Cn1ccc2ccccc21 (centres undefined)
  10	9	-5	-3	8	0	-24	-1	6
